# Assay outcomes as filed in PubChem BioAssay.
# GPR151 activ – activators of human GPR151. Q8TDV0. PathHunter beta-arrestin GPR151 cells, luminescence. activation, % at 11.2 µM. hit rate 1% among 650,000; in the data active means activation above about 4.9%;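 further: 0% = median of compound wells and 100% = cells with positive control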
# Target sequence (Q8TDV0 whole entry, looked up): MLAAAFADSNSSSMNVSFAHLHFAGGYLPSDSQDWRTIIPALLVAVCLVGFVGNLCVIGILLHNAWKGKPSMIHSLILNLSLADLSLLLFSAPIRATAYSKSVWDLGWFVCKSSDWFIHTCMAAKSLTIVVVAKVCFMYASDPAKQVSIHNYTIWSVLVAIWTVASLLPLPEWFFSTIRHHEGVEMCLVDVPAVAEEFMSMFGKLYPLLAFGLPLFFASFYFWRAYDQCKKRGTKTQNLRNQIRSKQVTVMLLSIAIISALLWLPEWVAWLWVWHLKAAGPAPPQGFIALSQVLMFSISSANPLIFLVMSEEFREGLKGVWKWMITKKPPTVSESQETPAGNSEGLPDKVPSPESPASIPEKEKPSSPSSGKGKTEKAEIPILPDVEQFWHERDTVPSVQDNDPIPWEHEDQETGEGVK
# TEAD-YAP block – TEAD-YAP interaction inhibition; hit rate 1.4% among 640,000; HEK-TIYL cells, TEAD-Gal4/YAP UAS-luciferase luminescence; inhibition, % at 9.12 µM; in the data active means inhibition above about 32%;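 further: 0% = median of test compound wells and 100% = reference inhibitor wells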
# FBW7 activator – activators of human E3 ligase FBW7; AlphaScreen FBW7–phospho-cyclin E peptide binding, activator screen; normalized activity (activation), % at 26.1 µM; hit rate 0.13% among 650,000; AID 1259310; in the data active means normalized activity above about 1.9%;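 further: purified mutant Fbw7 with reduced substrate affinity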
# MITF inh – inhibitors of human MITF; AlphaScreen MITF homodimerization, bead proximity signal; hit rate 0.91% among 650,000; AID 1259374; inhibition, % at 2.6 µM; in the data active means inhibition above about 50%;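 further: 0% = vehicle wells with protein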
# Target sequence (O75030 whole entry, looked up): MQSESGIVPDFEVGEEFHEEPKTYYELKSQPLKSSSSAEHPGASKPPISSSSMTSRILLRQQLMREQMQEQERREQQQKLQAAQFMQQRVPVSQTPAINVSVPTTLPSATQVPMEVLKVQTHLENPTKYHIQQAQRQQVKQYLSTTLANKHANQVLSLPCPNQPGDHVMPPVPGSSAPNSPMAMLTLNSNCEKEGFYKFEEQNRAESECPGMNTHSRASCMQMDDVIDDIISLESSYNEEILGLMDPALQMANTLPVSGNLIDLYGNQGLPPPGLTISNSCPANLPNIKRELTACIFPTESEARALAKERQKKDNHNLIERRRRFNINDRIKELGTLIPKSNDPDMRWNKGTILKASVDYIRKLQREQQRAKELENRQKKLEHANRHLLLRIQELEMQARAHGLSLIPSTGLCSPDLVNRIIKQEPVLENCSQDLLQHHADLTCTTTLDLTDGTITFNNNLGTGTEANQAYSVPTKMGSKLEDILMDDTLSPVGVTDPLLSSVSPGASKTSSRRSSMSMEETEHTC
# * = called active by the depositor.
# Start of the data: the first four compounds (preview)
SMILES	GPR151 activ	TEAD-YAP block	FBW7 activator	MITF inh
O=C(c1ccc(N2CCC(NCc3cc4cc(F)ccc4[nH]3)CC2)cc1)N1CCOCC1	-0.8	5	0.6	20
COc1cccc(/C=C2\N=C3CCCCCN3C2=O)c1	-0.8	-3	0.1	15
CC1CCN(CC(O)c2ccc3cc[nH]c3c2)CC1 (stereo not given)	-2.4	-6	0.0	-18
N/C(=N\OC(=O)c1ccccc1CCc1ccccc1)c1ccncc1	0.8	6	0.0	20

# All compounds of this part, repeating the preview:
SMILES	GPR151 activ	TEAD-YAP block	FBW7 activator	MITF inh
O=C(c1ccc(N2CCC(NCc3cc4cc(F)ccc4[nH]3)CC2)cc1)N1CCOCC1	-0.8	5	0.6	20
COc1cccc(/C=C2\N=C3CCCCCN3C2=O)c1	-0.8	-3	0.1	15
CC1CCN(CC(O)c2ccc3cc[nH]c3c2)CC1 (stereo not given)	-2.4	-6	0.0	-18
N/C(=N\OC(=O)c1ccccc1CCc1ccccc1)c1ccncc1	0.8	6	0.0	20
COC(=O)c1ccc(NC(=O)CSc2nc3ccc(NC(=O)c4ccccc4)cc3s2)cc1	0.5	-17	0.0	-2
CCOC(=O)c1nn(CCO)c2c1CN(Cc1ccc(OC(F)F)cc1)CC2	1.7	-5	0.1	-3
CCCCN1C=C(C(=O)OC)C(c2cccc(OC)c2)C(C(=O)OC)=C1	0.6	0	0.6	-27
Cc1cccc(NC(=O)c2ccc(N)cc2)c1	-3.0	-31	0.1	1
CC1=C(C(N)=O)C(c2ccc(Br)cc2)NC(=S)N1 (stereo not given)	-1.5	-1	0.4	19
COc1cc(C2C(C(=O)c3cccs3)=C(O)C(=O)N2c2nncs2)ccc1O (stereo not given)	-0.9	-14	0.0	16
CC(=O)Nc1ccc(NC(=O)CN(CCc2ccccc2)S(C)(=O)=O)cc1	-1.2	8	0.1	17
COc1ncc(-c2cnc3c(NCC4CC4)nccn23)c(OC)n1	0.5	-2	-0.1	-4
O=C(NCc1nc(NCCCc2ccccc2)c2ccccc2n1)c1ccsc1	-0.2	34*	0.3	-9
CCCCN(CC(=O)NC1CCCC1)C(=O)C(=O)Nc1ccc2c(c1)OCCO2	0.5	-3	-0.4	-8
O=C1c2ccccc2C(=O)N1CC(=O)N1c2ccccc2Sc2ccc(C(F)(F)F)cc21	0.1	7	-0.1	-4
N=C1S/C(=C\c2ccc(OCc3ccccc3F)cc2)C(=O)N1c1ccccc1C(F)(F)F	-0.2	14	0.0	10
O=Cc1ccc(OCCN2CCCC2)cc1	3.3	-6	-0.3	34
COc1ccc(-c2cc(C(=O)NCCc3ccc(OC)c(OC)c3)[nH]n2)cc1	0.4	4	0.1	10
CC(C)(C)n1nc2c(c1NC(=O)c1ccccc1Br)CS(=O)C2 (stereo not given)	-0.1	0	0.0	-7
c1ccc(CN2CCC(Nc3nc(Nc4ccncn4)nc4c3ncn4C3CCCCC3)CC2)cc1	2.4	-4	-0.1	-1
CCOc1cccc(C2C(C(=O)OCCOc3ccccc3)=C(C)NC3=C2C(=O)CCC3)c1 (stereo not given)	0.0	1	0.4	59*
C=CC(=O)NC1(C(F)(F)F)C(=O)Nc2c1c(=O)[nH]c(=O)n2-c1ccc(C)c(C)c1 (stereo not given)	-1.4	2	0.0	10
Cc1ccccc1-n1ncc(C(C)NC(=O)c2ccoc2)c1C (stereo not given)	0.3	0	0.0	11
CCCCCCc1nnc(N)s1	-2.0	-4	0.2	3
COC(=O)c1ccccc1S(=O)(=O)N1CCCC(c2nc(-c3ccc(C)o3)no2)C1 (stereo not given)	2.3	-8	0.9	21
Cc1ccc(NC(=O)/C(C#N)=C/c2cc3c(cc2Cl)OCO3)c([N+](=O)[O-])c1	0.4	-13	-0.2	2
C=CCn1c(SCC(=O)N2CCOCC2)nc2sc3c(c2c1=O)CCC(C)C3 (stereo not given)	2.2	3	-0.1	2
COC(=O)c1cc2c(cc1Cl)N1CCCCCC1=NS2(=O)=O	3.1	16	0.0	-7
CCc1nc(NCCCN(C)C)c(C#N)c2c1COC(C)(C)C2	-0.8	7	0.1	26
Cc1ccc(C)c(NC(=O)Cn2cc(C#N)c3ccccc32)c1	1.4	13	0.1	-2
COC(=O)C(=O)/C=C1\NC(C)(C)Cc2ccccc21	0.6	-1	-0.1	-10
Cn1cc(-c2ccccc2[N+](=O)[O-])cn1	-1.6	-18	0.2	5
O=C(O)CSc1nnc(-c2ccc3c(c2)OCO3)o1	-1.3	-4	0.8	18
CCCC1=NN2C(=N)/C(=C/c3ccc(OCCSc4ccc(C)cc4)c(OC)c3)C(=O)N=C2S1	-0.7	-9	-0.2	0
O=C1[C@@H]2C[C@H](NCc3nc(-c4ccc(F)cc4)cs3)CN2C(=O)[C@H]2CCCN12	0.7	5	-0.1	-2
C=CCC1(C#N)C(=S)NC2=C(C(=O)CC(C)(C)C2)C1C (stereo not given)	-0.8	-4	0.9	16
CCOc1cc(/C=C2/SC(=Nc3ccccc3Cl)NC2=O)ccc1OCC(=O)O	-0.3	-3	0.0	20
C=C(C)[C@@H]1CC=C(CN2CCC(CCOC)(C(=O)OCC)CC2)CC1	-2.1	4	0.0	10
CC(Sc1nnc(-c2ccccc2)o1)C(N)=O (stereo not given)	-2.6	-38	1.5	24
CC(C)N(C(=O)Cn1nc(-c2ccncc2)oc1=O)C(C)C	0.3	0	0.0	-8
CCC(CC)C(=O)Nc1c2c(nn1-c1ccc(Cl)cc1)CSC2	-0.7	6	0.0	5
Nc1nc(NCCOc2ccccc2)cc(NC2CCN(Cc3ccccc3)CC2)n1	-0.9	15	-0.2	-2
O=C(NN1C(=O)c2ccccc2C1=O)c1ccc2c(c1)C(=O)N(c1ccc(Sc3ccc([N+](=O)[O-])cc3)cc1)C2=O	1.3	-7	0.1	5
COc1cc(/C=N/NC(=O)c2cc(-c3ccc(OC(C)C)c(OC)c3)n[nH]2)ccc1O	-0.5	-17	0.2	21
CNc1nc(NC(C)(C)C)nc(Oc2ccc(C(=O)OC)cc2)n1	-1.1	-5	0.1	6
COc1ccc(C(=S)N2CCN(C)CC2)cc1Br	2.1	2	-0.1	-1
CCc1ccc(-n2c(=S)sc3c(=O)n(-c4ccccc4C)c(SCC(=O)NC4CCCC4)nc32)cc1	1.1	10	0.1	0
O=C(COc1ccc2c(=O)c(Oc3ccccc3Br)coc2c1)OCc1ccccc1	-1.0	-13	0.5	8
CCCNCc1ccc(OC2CCCC2)cc1	-1.2	-5	0.2	19
CC1(C)Cc2nc(N)c(C(=O)NCCO)cc2CO1	1.3	1	-0.1	0

# At a glance, some entries already given:
SMILES	GPR151 activ	TEAD-YAP block	FBW7 activator	MITF inh
O=C(c1ccc(N2CCC(NCc3cc4cc(F)ccc4[nH]3)CC2)cc1)N1CCOCC1	-0.8	5	0.6	20
COc1cccc(/C=C2\N=C3CCCCCN3C2=O)c1	-0.8	-3	0.1	15

# Additional compounds follow:
SMILES	GPR151 activ	TEAD-YAP block	FBW7 activator	MITF inh
COc1ccc(CCn2c(O)c(C3=c4ccccc4=NC3=O)sc2=S)cc1	0.0	-2	0.0	0
CCC(=O)N(CCc1ccc(OC)cc1)C1CC(=O)N(c2ccccc2)C1=O (stereo not given)	-1.1	8	0.6	10
c1ccc(-n2cnc3c(Nc4ccc(N5CCOCC5)cc4)nc(Nc4cnccn4)nc32)cc1	-0.8	31	0.4	1
Cc1ccc(CN2CCc3c(nc(N4CC(C)OC(C)C4)[nH]c3=O)C2)cc1C (stereo not given)	-0.9	8	0.0	-1
Cc1ccc(C(=O)NC(=S)N2CCN(c3ccc([N+](=O)[O-])cc3)CC2)cc1	1.3	-19	0.0	2
COc1ccc(NC(=O)C(=O)N/N=C/c2ccc(Cl)cc2)cc1	-0.4	4	0.0	1
Cc1ccc(OCC(=O)Nc2ccc(F)cc2)cc1C	1.6	-44	0.4	3
O=c1c(Sc2nnc(-c3ccccc3)n2C2CCCCC2)c(Br)cnn1-c1ccccc1	2.2	9	0.0	-2
CCOC(=O)c1[nH]c(=O)[nH]c1CSC1=NC(=O)C(c2ccccc2)C(=O)N1 (stereo not given)	-0.7	7	0.5	2
Cc1ccc(C(=O)N/C(=C/c2cccs2)C(=O)N2CCOCC2)cc1	-0.4	-1	-0.1	4
COc1cccc(CNC2CCN(c3nc(C)c4cc5c(cc4n3)CCC5)CC2)c1	1.3	0	0.3	-14
CCOc1cccc2c1OC(c1ccccc1Cl)N1N=C(c3ccco3)CC21 (stereo not given)	-1.4	-44	-0.1	7
CCC(=O)N1c2ccccc2-c2nnc(SC)nc2OC1c1cc(OC)c(OC)c(OC)c1 (stereo not given)	1.4	-12	-0.2	1
COc1ccccc1C1CC(=O)C2=C(C1)NC(C)=C(C(=O)OC1CCCC1)C2c1ccc(O)cc1 (stereo not given)	-1.4	0	-0.1	-5
O=C(Cc1cn(-c2ccc(N3CCOCC3)nn2)c2ccccc12)NC1CCN(Cc2ccccc2)CC1	0.5	-2	-0.1	-10
O=C(c1cccc(Br)c1)N1CCN(c2ccccc2F)CC1	-0.2	-3	0.0	3
COC(=O)c1sccc1S(=O)(=O)Nc1ccc(C)c(F)c1	-1.0	7	1.0	4
Cc1nc(SCC(=O)Nc2cc(C(N)=O)cc(C(N)=O)c2)c2c(C)c(C)sc2n1	0.4	-4	16*	-5
CC(C)CCn1c(SCc2c(F)cccc2Cl)nc2c1c(=O)[nH]c(=O)n2C	-0.4	8	0.6	11
CCOC(=O)c1nn(-c2ccc(C)cc2)c(=O)c2c(NC(C)=O)scc12	2.0	0	0.0	-14
CCc1nnc(-c2cc3ccccc3n2CC(=O)NCc2ccc3c(c2)OCO3)o1	-0.6	-3	0.0	5
CC1=C(C(=O)OCC2CCCO2)C(c2ccc(Cl)cc2)NC(=O)N1 (stereo not given)	0.4	0	0.0	-10
CC(C)N(CCCNC(=O)c1cccc2c1SCCC2=O)Cc1ccccc1	-0.9	5	-0.2	9
COc1cccc(C2NS(=O)(=O)N=C2N)c1OC (stereo not given)	-0.9	-2	0.1	12
Cc1ccc(OCC(=O)CC(=O)c2ccc(C)cc2)cc1	1.7	13	-0.1	7
Cc1ccccc1Nc1nc(N)nc(COC(=O)c2ccc(N(C)C)cc2)n1	-1.6	-6	-0.1	3
COc1ccc(C(CC(=O)NCC2(c3ccc(OC)c(OC)c3)CCCC2)c2ccccc2)cc1 (stereo not given)	-1.4	-3	-0.5	11
CC(C)CCNC(=O)C1C2C=CC3(CN(Cc4cccnc4)C(=O)C13)O2 (stereo not given)	-1.9	-1	0.2	6
Cc1ccc(-n2c(C)cc(/C=N/NC(=O)c3ccncc3)c2C)c(C)c1	-1.2	1	-0.1	-7
Cc1ccc(-c2cc(N)n(S(=O)(=O)c3ccccc3)n2)cc1	0.5	0	-0.1	-17
Cc1cccc(NC(=O)c2cc(-c3ccncc3)nc3ccccc23)n1	0.3	10	-0.2	8
Cc1cccc2sc(NNC(=O)c3ccc(S(=O)(=O)N4CCCCC4C)cc3)nc12 (stereo not given)	-0.4	11	-0.2	12
Cc1cc(C)c(NC(=O)c2sc3nc4c(c(-c5ccco5)c3c2N)CCCC4)c(C)c1	-1.1	-10	0.1	-6
Cc1cnc(C)c(-c2ccc3c(c2)CC(CNC(=O)CN(C)C)O3)n1 (stereo not given)	1.1	-10	-0.1	12
COc1cc(/C=C2/N=C(c3ccco3)OC2=O)ccc1OC(C)=O	4.0	-3	-0.2	7
CC1=CCC(c2cnc(-c3ccccc3)c(C)c2)N(S(=O)(=O)c2ccc(C)cc2)C1c1ccccc1 (stereo not given)	1.1	6	0.1	-2
CCOC(=O)C1=C(C)N=c2s/c(=C\c3ccc(-c4ccc(Cl)c(C(=O)O)c4)o3)c(=O)n2C1c1ccc(Cl)cc1 (stereo not given)	-1.1	-2	0.1	42
O=C(O)c1ccccc1C(=O)n1c(-c2ccco2)nc2ccccc21	-6.0	-38	0.0	5
CCCN1C(=O)CC(C(=O)OC)C12CCN(CC(C)Cc1ccc3c(c1)OCO3)CC2 (stereo not given)	-1.2	-3	-0.1	14
CC1(C)CC=C(NNC(=O)c2cccnc2)C(=O)C1	0.8	-5	-0.1	-10
COc1cccc(C(c2sc3nc(C)nn3c2O)N2CCC(C(N)=O)CC2)c1 (stereo not given)	0.4	6	0.2	-1
Cc1cccc(-c2ocnc2C(=O)NCCCn2ccnc2)c1	-0.4	7	0.4	18
CCOC(=O)C1=C(C)NC2=C(C(=O)CCC2)C1c1cccc(OC)c1 (stereo not given)	-1.3	4	-0.1	-13
CCCCNC(=O)c1ccc2c(c1)NC(=O)c1ccccc1N2	-0.5	1	0.0	13
Cc1ccc2[nH]c3c(c2c1)CCCC3NC=O (stereo not given)	0.7	5	-0.1	5
Cc1ccc(-c2noc(CNC(=O)COc3cccc(C)c3)n2)cc1	0.1	0	0.1	-4

# Complete entries, looked up by structure. Screens in order: GPR151 activ	TEAD-YAP block	FBW7 activator	MITF inh
# CCCCNC(=O)c1ccc2c(c1)NC(=O)c1ccccc1N2 in the list: -0.5	1	0.0	13
# CC(C)CCNC(=O)C1C2C=CC3(CN(Cc4cccnc4)C(=O)C13)O2 (stereo not given) in the list: -1.9	-1	0.2	6
# Cc1ccc(-n2c(C)cc(/C=N/NC(=O)c3ccncc3)c2C)c(C)c1 in the list: -1.2	1	-0.1	-7
# Cc1cnc(C)c(-c2ccc3c(c2)CC(CNC(=O)CN(C)C)O3)n1 (stereo not given) in the list: 1.1	-10	-0.1	12
